TexasRed autofl = compounds fluorescent in Texas Red spectral region | AID 587 | max dye-equivalent concentration, M | 0.06% of 59,000 active | Compound fluorescence, Texas Red channel, 547/618 nm; active compounds read high; in the data active = max dye-equivalent concentration above about 10 nM; inconclusive = between about 1.1 nM and that limit
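Fluorescence at ex 547/em 618 nm, normalized against an on-plate Texas Red standard series to give dye-equivalent concentration per compound concentration. Buffer 100 mM Tris, pH 8.0; 15 min RT incubation before CCD imaging.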
Hsp90 Hop PPI = changes Hsp90-Hop TPR2A binding signal, up or down; AlphaScreen TPR2A-His6 binding biotin-Hsp90 C-terminal peptide; Potency, µM (top dose mostly 57 µM), inactives show top-dose activity change, negative = inhibition; 0.44% of 71,000 active; AID 595; active = well fitted curve in either direction with a large enough effect; inconclusive = small, poorly fitted or top-dose-only effect, or another doubt; also: potency is read from the fitted curve at half-maximal effect; % is scaled to controls: 0 for no effect and ±100 for the full control effect; many of its hits are not listed in these tables
4-MU autofl = 4-MU region autofluorescence; compound autofluorescence, 340/450 nm, 4-MU equivalents; active compounds read high; max dye-equivalent concentration, M; 11% of 59,000 active; in the data active = max dye-equivalent concentration above about 10 nM; inconclusive = mostly about 1.1 nM to 9.6 nM
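Compounds in 100 mM Tris, pH 8.0, incubated 15 min at room temperature, then fluorescence read at 340 nm excitation/450 nm emission. Signal converted to 4-MU dye-equivalent concentration using an on-plate six-point 4-MU standard curve.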
Epigenetic mod = epigenetic GFP locus derepression in mouse cells. mouse C127i GFP locus derepression, cytometry, 30 h. AID 597. 0.09% of 68,000 active. Potency, µM (doses to about 46.1 µM), without a hit: at the top dose GFP derepression (activation); also: % of control where 0% means no effect
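Murine C127i mammary cells carrying a silenced, stably integrated CMV-driven GFP reporter were treated with compound for 30 hours at 37 C. After PBS washes, GFP-positive cells were counted by laser-scanning microplate cytometry.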
HADH2 inhib = inhibitors of human HADH2 dehydrogenase; Q99714; recombinant HADH2, NADH fluorescence, beta-hydroxybutyryl-CoA; Potency, µM (titrated, usually from 57.1 µM), without a hit: at the highest dose activity change, negative = inhibition, usual class: inhibitors; 3.4% of 73,000 active; AID 886; also: potency is read from the fitted curve at half-maximal effect; % is scaled to controls: 0 for no effect and ±100 for the full control effect; nearly all actives have a fitted effect of over 60% in size; many of its hits are not listed in these tables
Target sequence (Q99714 whole entry, looked up, one chain of several): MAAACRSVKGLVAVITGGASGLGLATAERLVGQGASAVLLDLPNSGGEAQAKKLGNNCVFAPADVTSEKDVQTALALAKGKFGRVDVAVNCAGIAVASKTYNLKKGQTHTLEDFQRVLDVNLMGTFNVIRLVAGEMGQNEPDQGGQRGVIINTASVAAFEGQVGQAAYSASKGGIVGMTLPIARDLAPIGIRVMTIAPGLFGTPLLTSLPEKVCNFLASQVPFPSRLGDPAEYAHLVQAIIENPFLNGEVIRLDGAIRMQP
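E. coli-expressed His-tagged HADH2 tested at 20 nM in alkaline Tris buffer (pH 9.0); oxidation of 90 uM beta-hydroxybutyryl-CoA with 1 mM NAD+ tracked fluorimetrically for 4 min.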
DNA Pol III inh = DNA polymerase III holoenzyme inhibition; reconstituted DNA polymerase III holoenzyme replication, biochemical; Potency, µM (doses to about 57.1 µM), without a hit: at the top dose activity change, negative = inhibition; 0.25% of 71,000 active; also: potency is read from the fitted curve at half-maximal effect; % is scaled to controls: 0 for no effect and ±100 for the full control effect
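Reconstituted *E. coli* holoenzyme (0.35 nM Pol III, 1 nM beta, 154 nM SSB, 2 nM primase) was preincubated with compound for 15 min at RT. Synthesis on 1.4 nM ssM13Gori ran 35 min, then was stopped with PicoGreen/EDTA and read as dsDNA fluorescence.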
Fluorescein autfl = compound fluoresces in the fluorescein spectral region | Compound autofluorescence, 480/540 nm, fluorescein-equivalent; active compounds read high | max fluorescein-equivalent concentration, M | 0.91% of 59,000 active; in the data active = max fluorescein-equivalent concentration above about 10 nM; inconclusive = between about 1.1 nM and that limit
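Compounds (23 nL) in 100 mM Tris pH 8.0, 15 min at room temperature, then fluorescence read at 480 nm excitation/540 nm emission. Signal converted to fluorescein-equivalent concentration from an on-plate fluorescein standard curve.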
HBB splicing = alters splicing of the hemoglobin beta chain; AID 925; 0.06% of 65,000 active; HBB splicing reporter cell assay, activation; EGFP reporter with mutant IVS2-654 intron; response scale: normalised to 500 nM splice-correcting PNA; Potency, µM (top dose mostly 46.1 µM), inactives show at the top dose activation, actives largely listed as activators; also: potency is read from the fitted curve at half-maximal effect; 0% is about no effect
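HeLa cells stably expressing EGFP interrupted by mutant beta-globin intron 2 (IVS2-654), 500/well in 2% FCS. Treated with compound for 2 days at 37C. Splicing correction scored as total well GFP intensity (488 nm excitation, 500-520 nm emission); 500 nM antisense PNA served as control.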
ALOX15 inhib = 15-hLO (ALOX15) enzyme inhibition | purified 15hLO-1, xylenol orange hydroperoxide absorbance | Potency, µM (doses to about 57.1 µM), without a hit: at the top dose activity change, negative = inhibition, usual class: inhibitors | 1.4% of 74,000 active; also: potency is read from the fitted curve at half-maximal effect; % is scaled to controls: 0 for no effect and ±100 for the full control effect; nearly all actives have a fitted effect of over 55% in size
Target sequence (P16050 whole entry, looked up): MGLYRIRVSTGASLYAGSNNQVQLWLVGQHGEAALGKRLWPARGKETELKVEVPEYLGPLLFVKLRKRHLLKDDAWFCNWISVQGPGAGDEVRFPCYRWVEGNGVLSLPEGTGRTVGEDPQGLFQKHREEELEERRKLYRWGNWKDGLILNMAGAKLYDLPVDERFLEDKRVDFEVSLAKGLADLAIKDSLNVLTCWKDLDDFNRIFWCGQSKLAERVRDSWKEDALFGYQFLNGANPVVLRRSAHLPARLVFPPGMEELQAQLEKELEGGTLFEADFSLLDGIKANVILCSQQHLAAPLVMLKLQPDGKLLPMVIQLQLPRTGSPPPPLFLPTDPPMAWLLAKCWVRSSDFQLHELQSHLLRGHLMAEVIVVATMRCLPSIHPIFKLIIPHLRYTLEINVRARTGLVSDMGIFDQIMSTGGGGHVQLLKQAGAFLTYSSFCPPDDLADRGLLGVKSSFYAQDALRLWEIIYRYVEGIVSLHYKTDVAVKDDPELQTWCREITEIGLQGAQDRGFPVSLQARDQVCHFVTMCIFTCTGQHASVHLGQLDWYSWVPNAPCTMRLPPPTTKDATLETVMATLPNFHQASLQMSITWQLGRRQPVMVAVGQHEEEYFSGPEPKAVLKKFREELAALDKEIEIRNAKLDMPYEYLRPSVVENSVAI
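Quantitative HTS in 25 mM Hepes pH 7.5 containing 0.01% Triton X-100: human 15hLO-1 at 40 nM, arachidonic acid at 50 uM, 6 min turnover. Product quantified via ferrous oxidation/xylenol orange, 573:405 nm absorbance ratio.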
Rhodamine fluor = rhodamine region autofluorescence; Rhodamine-region fluorescence, 547/598 nm, Tris buffer; active compounds read high; 0.05% of 59,000 active; max dye-equivalent concentration, M; in the data active = max dye-equivalent concentration above about 11 nM; inconclusive = between about 1.1 nM and that limit
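Steps: pin-transfer compounds into pH 8.0 Tris (100 mM), hold 15 min at room temperature, image with a 547/598 nm filter pair, and convert intensities to rhodamine-equivalent concentration using a six-point on-plate rhodamine series.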
Ub-GFP proteasome = ubiquitin-GFP accumulation via proteasome inhibition; 67,000 tested, under 10 active; Potency, µM (highest dose often 45.9 µM), without a hit: at the highest dose activation (GFP accumulation), hits mostly activators; AID 526; Ubiquitin-GFP reporter cells, proteasome inhibition, GFP fluorescence; response scale: untreated = 0%, 10 µM MG-132 = 100%; active = well fitted activation curve with a large enough effect, not every such curve was filed as active; inconclusive = small, poorly fitted or top-dose-only effect, or another doubt; inactive = no such curve, though single readings can be large or run the other way; also: potency is read from the fitted curve at half-maximal effect
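U2OS Ub(G76V)-GFP reporter; O/N plating, 0.5% FBS; cpd 46 uM–2.9 nM, 4 h, 37 °C; GFP+ cell count, 488/515 nm; norm. to basal vs 10 uM MG-132; CRC fit.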
* marks the source's active call; other numbers are inactive results; i = inactive; ? = inconclusive; . = no result given; [ ] = dose if it differs, or a comment. Unless noted, calls follow the shape of the dose curve; as a rule, active = well fitted curve in the direction sought with a large enough effect; inconclusive = small, poorly fitted or top-dose-only effect, or another doubt; inactive = no such curve, though single readings can be large; an effect the other way counts as inactive or inconclusive.

SMILES	TexasRed autofl	Hsp90 Hop PPI	4-MU autofl	Epigenetic mod	HADH2 inhib	DNA Pol III inh	Fluorescein autfl	HBB splicing	ALOX15 inhib	Rhodamine fluor	Ub-GFP proteasome
O=C(N1CCOCC1)C1(c2ccccc2)CCCCC1	i	3%	i	5%	9%	-2%	i	0.6%	10%	i	5%
CCOC(=O)Oc1ccc2c(c1)C(C)=CC(C)(C)N2C(=O)OCC	i	.	i	-3%[20.6 µM]	.	.	i	.	.	i	.
COC(=O)c1ccccc1NC(=O)CSc1nc2ccccc2c(=O)[nH]1	?	2%	i	3%	-4%	6%	i	-0.5%	-8%	i	-4%
Cc1ccc(Cl)cc1N1CCN(C(=O)C2CCCN(S(=O)(=O)c3cnc[nH]3)C2)CC1 (stereo unspecified)	.	0%	.	3%	4%	-1%	.	-0.5%	-1%	.	1%
CCN(CC)c1ccc2c(c1)CCCN2	i	16µM*	i	?	?	-5%	i	-0.7%	?	i	-2%
Cc1nnc2sc(-c3cccc(NC(=O)c4cccnc4)c3)nn12	i	-5%	2.5e-07M*	7%	16µM*	2%	?	-1.8%	-12%	i	3%
O=c1c(-c2ccccc2)nc2cnc(Oc3ccccc3)nc2n1C1CC1	i	-1%	i	2%[9.22 µM]	-9%	-6%	i	2.2%	-1%	i	12%
CCN(CC)CCCNc1nnc(C)c(=O)[nH]1	i	-6%	i	0%	6%	-10%	?	-1.0%	5%	i	7%
CN(C)C(CNC(=O)NC1CCCCC1)c1cccnc1 (stereo unspecified)	i	9%	i	-1%	0%	-3%	i	-2.7%	-6%	i	8%
O=C(NCc1ccccc1)/C(=N\O)c1ccccc1	i	.	i	7%[20.6 µM]	.	.	i	.	.	i	.
CCCCNC(=O)c1cc2c(=O)n3cccc(C)c3nc2n(Cc2ccccc2)c1=N	?	-4%	1.7e-06M*	6%	199%[activator]	-1%	?	-0.4%[57.5 µM]	-7%	i	-3%
COc1ccc(-n2c(=O)cnc3cnc(Oc4ccccc4)nc32)cc1	i	-9%	i	-5%[9.22 µM]	4%	-4%	i	-0.8%	6%	i	9%
CCN(CC)c1ccc(NC(=O)CSc2nc3ccccc3c(=O)[nH]2)cc1	i	-7%	i	0%	-8%	2%	i	0.4%	2%	i	-5%
Cn1cnnc1Sc1nc2c(c(=O)n(C)c(=O)n2C)n1C	i	-4%	i	0%	5%	-1%	?	-1.2%	9%	i	0%
COC(=O)C1=C(C)N(C)C(C)=C(C(=O)OC)C1c1ccc(F)c(Br)c1	.	11%	.	0%	-17%	7%	.	-0.4%[9.22 µM]	-11%	.	-1%
COCC(C)n1c(C)cc(C(=O)CSc2nc3ccccc3c(=O)[nH]2)c1C (stereo unspecified)	i	-5%	i	0%	-15%	-2%	?	3.3%	-8%	i	-4%
CCCCC#Cc1nc(N)c2ncn([C@@H]3O[C@@H](C(=O)NCC)[C@H](O)[C@@H]3O)c2n1	i	-9%	?	-2%	13%	1%	i	-0.7%	-4%	i	-3%
COC(=O)c1nnn(-c2nonc2N)c1CSCCO	i	2%	i	0%	-2%	-2%	i	-2.5%	2%	i	3%
COc1ccc(OC)c(NC(=O)C23CCC(C)(C(=O)C2)C3(C)C)c1 (stereo unspecified)	i	-2%	?	0%	?	1%	i	-0.2%	-4%	i	0%
CCN(CC)CCCNC(=O)c1cn(CCOC)c(=O)c2c1c1ccccc1n2C	i	-6%	4.1e-07M*	0%	?	-12%	i	4.7%	-8%	i	23%
O=C(CCCn1c(=O)c2ccccc2n(Cc2ccccc2)c1=O)NCc1ccco1	i	1%	i	6%	1%	-8%	i	2.0%	-4%	i	11%
Cc1ccc2c(CN3CCN(Cc4ccc5c(c4)OCO5)CC3)cc(=O)oc2c1C	i	1%	i	-1%	11%	-4%	?	-1.2%	-8%	i	10%
CN(CCCNC(=O)C1CCCN(S(=O)(=O)c2cnc[nH]2)C1)c1ccccc1 (stereo unspecified)	.	-6%[2.3 µM]	.	.	5%	-5%	.	-1.8%	2%	.	9%
CCOc1ccc(N2C(=O)CC(N3CCN(c4ccc(C(=O)c5ccncc5)cc4)CC3)C2=O)cc1 (stereo unspecified)	?	-4%	i	1%	3%	-3%	i	-0.7%	0%	i	4%
CCOC(=O)N1CCN(C(=O)Cn2ccc3ccccc3c2=O)CC1	i	0%	i	0%	-7%	0%	i	-0.6%	1%	i	-15%
CS(=O)(=O)c1ccc2nc(NC(=O)c3cccs3)sc2c1	i	-4%	?	-2%	-17%	0%	i	-1.0%	2%	i	2%
COc1ccc(N(CC(=O)Nc2cc(C)on2)S(=O)(=O)c2cc(C)ccc2C)cc1	?	-2%	i	2%	2%	11%	?	2.1%[57.5 µM]	-14%	i	-2%
CC(=O)OCc1cc2cc(C)ccc2[nH]c1=O	?	-5%	i	0%	-16%	-2%	i	1.7%[57.5 µM]	-1%	i	0%
O=C(OCC(=O)N1CCN(C(=O)c2ccco2)CC1)c1ccccc1C(=O)c1ccc(Cl)cc1	i	-4%	i	-1%	6%	-5%	i	-2.7%	0%	i	4%
COc1ccc(C2=Nn3c(nnc3-c3cccnc3)SC2)cc1OC	i	.	i	0%[20.6 µM]	.	.	i	.	.	i	.
Cc1ccc(NC(=O)CS(=O)CC(=O)NCC2OCCc3ccccc32)c(C)c1 (stereo unspecified)	i	2%	i	?	-21%	-5%	i	.	9%	i	-3%
N=c1ccn2c(n1)O[C@H]1[C@@H](OP(=O)(O)O)[C@H](CO)O[C@H]12	i	-3%[11 µM]	i	6%[9.22 µM]	8%[11.4 µM]	-9%[11.4 µM]	i	2.5%[9.22 µM]	2%[11.4 µM]	i	-2%[9.17 µM]
COC(=O)c1ccc(CSc2nc(N)cc(N)n2)cc1	i	-5%	i	-3%	4%	-2%	?	0.4%	-8%	i	-4%
Cc1cc(C)nc(NC2=NCC(=O)N2c2cc(Cl)cc(Cl)c2)n1	?	-2%	i	-3%	-15%	0%	i	0.7%	1%	i	-1%
COc1ccc(N2CC(O)=C(c3nc(C)cs3)C2=N)cc1	i	-3%	i	4%	0%	-2%	i	1.6%[57.5 µM]	10%	i	-2%
COc1ccccc1-c1nc(C#N)c(N2CCC(Cc3ccccc3)CC2)o1	i	?	1.6e-07M*	6%	?	-1%	i	4.1%[0.369 µM]	-1%	i	1%
Nc1nc(NC(=O)CCCC(=O)O)nn1-c1ccccc1	i	?	i	0%	3%	1%	i	.	3%	i	10%
O=C(COc1ccc(Cl)cc1)N1CCN(c2ncccn2)CC1	i	-6%	i	-3%	12%	2%	i	1.3%	10%	i	0%
Cc1ccc(Cn2nc(C)c(NC(=O)c3cc(-c4ccc5c(c4)OCO5)on3)c2C)cc1	i	0%	?	24%	7%	-2%	i	-1.3%	-14%	i	5%
CN(C1CCCCC1)S(=O)(=O)c1ccc(S(=O)(=O)N2CCCC2)cc1	i	20%	i	1%	0%	0%	i	.	-11%	i	0%
Cc1cc(C(C)(C)C)cc(C)c1COC(=O)C1CCC(=O)N1 (stereo unspecified)	i	-5%	i	0%	5%	2%	?	-1.3%	-4%	i	3%
Cc1csc(SCc2c(C(=O)O)oc3ccccc23)n1	i	-3%	i	5%	-12%	-3%	i	-0.1%[57.5 µM]	15%	i	-2%
CC1CCCCN1C(=O)CSc1nnc(-c2ccc(Cl)s2)o1 (stereo unspecified)	i	4%	i	-4%	-20%	-7%	i	0.3%	-6%	i	-12%
Cc1nc2cc(C(=O)NCCN3CCOCC3)ccc2n1-c1ccc(F)cc1F	i	-1%	i	-2%	6%	0%	?	-0.8%	0%	i	4%
c1ccc(CCn2nnnc2CN2CCN(C3CCCC3)CC2)cc1	i	0%	i	0%	5%	-2%	?	.	1%	i	2%
O=C1NC(=O)[C@@H]2C3c4ccccc4C=CN3[C@H](C(=O)c3cccs3)[C@H]12 (stereo partly specified)	i	-12%	?	0%	-2%	-4%	2.4e-08M*	-2.5%[57.5 µM]	-15%	i	3%
CCN(CC)S(=O)(=O)c1ccc2c(c1)c(=O)c(C(=O)NCCCN(C)c1ccccc1)cn2C	i	-3%	i	1%	-20%	-1%	i	1.2%	-5%	i	0%

Screening data from PubChem BioAssay.

Some of the compounds tested, so the mix of outcomes need not match the whole.
